RXFP1 antag = RXFP1 (human) relaxin receptor antagonism; Q9HBX9; HEK293-RXFP1, relaxin-stimulated cAMP HTRF, 30 min; stronger effect = lower value; 350,000 tested, 0.59% active; AID 1259400; activity change, negative = inhibition, % at 57.5 µM;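 active means activity change of -60% or lower, but not beyond a set lower limit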; further: on the % scale 0 is the no-effect control and ±100 the full control effect
TRHR ag = TRH receptor (human) agonism | P34981 | 360,000 tested, 0.18% active | TRHR cells, calcium flux fluo-8, FDSS agonist mode | AID 493084 | activation, % at 2 µM; further: 0% is about no effect
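Steps: seed TRHR cells overnight; add fluo-8 no-wash Ca dye, RT 30 min–1.5 h; record 10 s baseline; pin-transfer compounds; monitor fluorescence 1 cycle/s for the agonist window. Calcium increases flag candidate agonists.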
D2 antagonist = antagonizes the human D2 dopamine receptor | 340,000 tested, 2% active | inhibition, % at 10 µM | AID 485344 | HEK293 TREx D2 cells, calcium flux, dopamine EC80; in the data active means inhibition above about 30%; further: 0% is about no effect
Target sequence (P14416 whole entry, looked up): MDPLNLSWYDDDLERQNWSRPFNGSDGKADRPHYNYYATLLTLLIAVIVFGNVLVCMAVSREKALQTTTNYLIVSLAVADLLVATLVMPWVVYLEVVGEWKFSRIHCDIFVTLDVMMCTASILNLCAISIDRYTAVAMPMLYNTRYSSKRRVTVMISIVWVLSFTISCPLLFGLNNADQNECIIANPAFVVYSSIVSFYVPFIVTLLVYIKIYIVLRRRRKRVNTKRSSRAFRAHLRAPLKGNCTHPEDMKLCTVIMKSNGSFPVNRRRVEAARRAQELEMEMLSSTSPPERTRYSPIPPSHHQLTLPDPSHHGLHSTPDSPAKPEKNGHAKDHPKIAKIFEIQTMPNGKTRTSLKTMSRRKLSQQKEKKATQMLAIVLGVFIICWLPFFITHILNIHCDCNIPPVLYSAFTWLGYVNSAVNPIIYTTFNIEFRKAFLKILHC
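Compounds are added to dye-loaded, induced HEK293 T-REx cells coupled to calcium release via D2; after a 3 min kinetic read an EC80 dopamine stimulus is given and fluorescence is recorded for 3 more min.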
D2 ag = agonists of human D2 dopamine receptor; 340,000 tested, 0.53% active; activation, % at 2 µM; HEK293 T-REx D2 cells, calcium flux agonist mode; P14416;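 active means activation over 3 SD above normal in the single-dose calcium agonist read, cut at about 30% in these data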; further: 0% is about no effect
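Calcium-flux readout, 1 cycle/sec over 180 s following compound pin transfer, in inducible HEK293 Trex D2 cells (force-coupled); dopamine controls included. Positive calcium responses during this window marked compounds as potential agonists.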
D1 antag = human D1 dopamine receptor antagonism; 360,000 tested, 3.2% active; HEK293 TREx D1 cells, calcium flux, dopamine EC80; stronger effect = lower value; P21728; activity change, negative = inhibition, % at 10 µM; in the data active means activity change below about -30%; further: on the % scale 0 is the no-effect control and ±100 the full control effect
Target sequence (P21728 whole entry, looked up): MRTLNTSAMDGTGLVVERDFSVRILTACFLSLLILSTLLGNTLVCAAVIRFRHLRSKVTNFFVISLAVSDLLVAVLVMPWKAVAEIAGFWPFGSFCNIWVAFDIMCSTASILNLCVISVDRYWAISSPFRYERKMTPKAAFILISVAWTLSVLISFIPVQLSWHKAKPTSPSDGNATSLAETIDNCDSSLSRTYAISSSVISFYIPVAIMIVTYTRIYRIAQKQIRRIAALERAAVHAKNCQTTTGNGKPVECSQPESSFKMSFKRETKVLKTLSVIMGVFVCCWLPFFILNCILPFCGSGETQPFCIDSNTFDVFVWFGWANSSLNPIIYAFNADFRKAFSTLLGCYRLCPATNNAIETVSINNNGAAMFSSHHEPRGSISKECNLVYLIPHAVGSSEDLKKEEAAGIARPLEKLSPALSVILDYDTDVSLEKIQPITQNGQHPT
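Inducible Hek293 Trex D1 cells (tetracycline, overnight, 30 C). Calcium dye 30–90 min RT. Antagonist mode: EC80 dopamine added after 180 s compound read.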
D1 PAM = human D1 dopamine receptor positive modulation | P21728 | HEK293 TREx D1 cells, calcium flux, dopamine EC20 potentiation | potentiation, % at 10 µM | 360,000 tested, 0.036% active | AID 504651; in the data active means potentiation above about 30%; further: 0% is about no effect
TRHR PAM = allosterically enhances the human TRH receptor; P34981; TRHR cells, fluo-8 calcium fluorescence, EC20 TRH enhancement; enhancement, % at 2 µM; 360,000 tested, 0.66% active; in the data active means enhancement above about 30%; further: 0% is about no effect
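Enhancer read-out: after compound pinning and an initial kinetic agonist-mode read, an EC20 of TRH (10 nM final) was injected and fluo-8 calcium signal (Ex 480/Em 530) followed at 1 s/cycle for 100 cycles in TRHR-expressing cells.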
D1 ag = agonists of human D1 dopamine receptor | 360,000 tested, 1% active | HEK293 T-REx D1 cells, calcium flux, agonist mode | P21728 | activation, % at 2 µM; further: 0% is about no effect
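Tetracycline-induced HEK293 TREx D1 cells, force-coupled to calcium signalling, were dye-loaded with a no-wash calcium kit. Compound was pin-added after a 10 s baseline. Fluorescence was read kinetically at 1 cycle/s for 180 s, with calcium rises flagged as agonism.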
D2 PAM = positive allosteric modulators of human D2 dopamine receptor | P14416 | HEK293 T-REx D2, calcium flux, EC20 dopamine potentiation | potentiation, % at 10 µM | 340,000 tested, 0.34% active;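 active means potentiation over 3 SD above the plate norm, cut at about 30% in these data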; further: 0% is about no effect
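Calcium flux readout, no-wash dye, 1 read/s. Inducible HEK293 Trex D2 line, overnight 30 C. Compound alone 180 s (agonist flags), then EC20 dopamine, another 180 s to score potentiation.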
Numbers without * were called inactive; . = not tested or not shown; & = joins results of further samples. Unless noted, no stated cut-off is given here; in the data, active means activation above about 30%; inactive means the rest.

Structure	TRHR PAM	RXFP1 antag	D2 PAM	D2 antagonist	TRHR ag	D1 PAM	D2 ag	D1 ag	D1 antag
Cc1ccc(SCC(=O)Nc2cc(C)on2)cc1	-1.6	-7.0	17.3	12.3	-0.4	-7.5	0.4	-0.7	4.4
COc1ccc(C)c2sc(=NC(=O)c3ccccc3)n(C)c12	2.5	3.3	-0.6	1.6	0.5	1.6	-0.1	-0.7	35.5
O=C(N/C(=C\c1ccc([N+](=O)[O-])cc1)C(=O)N1CCCCC1)c1ccccc1Br	5.1	7.7	13.1	-1.9	-0.2	0.5	1.6	1.6	8.2
CCOC(=O)c1c(N)n(-c2cc(C)cc(C)c2)c2nc3ccccc3nc12	-9.7	-0.3	2.7	.	-1.6	-0.3	-0.2	-2.2	-7.8
O=C(CSc1nnc(COc2ccc(Cl)cc2)o1)N1c2ccccc2CCc2ccccc21	3.4	7.1	-1.0	4.9	0.3	3.4	0.6	4.4	-15.6
Cc1ccccc1-n1c([C@@H]2C[C@H]2c2ccccc2)n[nH]c1=S	-1.3	-3.8	9.6	-9.6	-0.5	-1.6	-0.1	2.2	-5.7
O=[N+]([O-])c1cc(-c2cnc3ccccc3n2)ccc1Cl	-2.6	-3.9	-1.2	-5.4	1.0	-7.0	0.4	1.9	12.8
O=C(O)COCC(=O)N1CCN(c2cc(C(F)(F)F)nc3ccccc23)CC1	0.9	3.4	11.5	5.5	-1.1	5.4	2.6	1.5	-0.4
Cc1cccc2c(N=Nc3ccc(S(=O)(=O)Nc4ccc(Cl)cc4)cc3[N+](=O)[O-])c(O)[nH]c12	-1.1	-17.0	8.0	1.8	-0.1	3.1	-0.1	1.0	1.1
CCCNc1c(NS(=O)(=O)c2cccs2)c(=O)oc2ccccc12	-14.0	20.4	5.8	4.9	-0.2	-0.3	-1.2	-0.2	-5.0
O=C1OC(Nc2ccc(Br)cn2)c2ccccc21 (stereo not drawn)	-0.5	2.2	9.9	15.9	0.4	-4.7	6.1	3.3	-13.9
Cc1ccc(-c2cn3nc(N4CCCC(C(=O)NCc5ccccc5F)C4)sc3n2)cc1 (stereo not drawn)	30.4*	-25.5	6.1	.	0.4	0.3	0.8	-0.4	3.2
CCN(CC(=O)NC(=O)NCc1ccccc1)Cc1nc2ccccc2c(=O)[nH]1	-3.5	-7.7	-3.7	1.0	-0.2	-2.0	0.8	-0.3	2.1
CCOC(=O)C(NC(=O)C1CCCN1C(=O)OCc1ccccc1)C(=O)OCC (stereo not drawn)	-4.2	-13.8	-3.2	-6.4	-0.3	-3.5	-1.6	-0.5	1.6
COC(=O)c1ccc(CSc2nc3ccccc3c(=O)n2-c2cccc(OC)c2)o1	-1.2	-0.1	.	.	0.8	-5.7	.	5.6	-4.6
C#CCSc1nc2ccccc2n1C(=O)c1ccc(S(=O)(=O)N2CCCCC2)cc1	-5.5	-0.4	-7.9	-2.6	-0.7	-3.7	-0.9	0.6	17.0
CCCNC(=O)c1c2c(nc3ccccc13)C(=O)N(C1CCCCC1)C2	4.7	-24.0	9.7	.	0.2	1.7	-0.7	0.1	-5.6
Cc1ccc(C)c(CN2C(=O)c3ccccc3Sc3ccc(C(=O)NCc4ccc5c(c4)OCO5)cc32)c1	4.7	-11.8	9.5	.	-1.1	-2.6	-1.3	9.4	-2.5
N#CCCN(CCC#N)c1nncs1	4.5	2.6	-3.1	3.5	0.8	-0.7	0.8	0.5	-0.9
CCCCN(CCCC)CCNC(=O)c1cn(C)c2ccc(S(=O)(=O)N(C)C3CCCCC3)cc2c1=O	-4.3	-5.2	-3.9	1.8	-0.5	1.0	-0.1	3.0	-1.0

Part of the list above in order of SMILES length, highest first.
Structure	TRHR PAM	RXFP1 antag	D2 PAM	D2 antagonist	TRHR ag	D1 PAM	D2 ag	D1 ag	D1 antag
Cc1ccc(-c2cn3nc(N4CCCC(C(=O)NCc5ccccc5F)C4)sc3n2)cc1 (stereo not drawn)	30.4*	-25.5	6.1	.	0.4	0.3	0.8	-0.4	3.2
C#CCSc1nc2ccccc2n1C(=O)c1ccc(S(=O)(=O)N2CCCCC2)cc1	-5.5	-0.4	-7.9	-2.6	-0.7	-3.7	-0.9	0.6	17.0
CCN(CC(=O)NC(=O)NCc1ccccc1)Cc1nc2ccccc2c(=O)[nH]1	-3.5	-7.7	-3.7	1.0	-0.2	-2.0	0.8	-0.3	2.1

Going on with the list.
Structure	TRHR PAM	RXFP1 antag	D2 PAM	D2 antagonist	TRHR ag	D1 PAM	D2 ag	D1 ag	D1 antag
Cc1cc(C)cc(C(=O)Nc2ccc(NC(=O)c3cccs3)cc2)c1	3.4	-8.5	-4.3	4.0	-1.8	-1.1	-0.7	1.6	9.1
Cc1ccccc1-n1c(C)nc2ccccc21	7.3	-7.4	6.3	-10.8	-1.3	-3.1	-0.2	2.4	-14.8
O=C(Nc1nccs1)c1ccccc1[N+](=O)[O-]	0.5	5.1	-3.3	18.4	0.8	-2.3	0.1	0.6	-3.2
Cc1ccc(C)c(S(=O)(=O)n2nc(C)c(S(=O)(=O)N3CCCCCC3)c2C)c1	-1.0	.	5.6	.	-0.2	1.9	0.2	0.9	-17.1
COc1ccc(C)cc1N1CC(C(=O)OCc2nc(N)nc(Nc3ccccc3C)n2)CC1=O (stereo not drawn)	-3.5	13.1	18.4	-1.4	-0.7	4.3	-0.6	1.4	-8.9
O=C(CSc1nc(-c2ccc(F)cc2)[nH]c1-c1ccc(F)cc1)Nc1ccc2c(c1)OCO2	19.9	-60.0*	-11.6	.	-1.0	-2.4	-1.5	15.2	-6.3
COc1ccc(C(=O)NCC(c2cccs2)N2CCc3ccccc32)cc1OC (stereo not drawn)	-1.8	-16.9	4.7	-20.1	0.1	-5.7	-0.7	0.6	-6.5
S=C(NC1CCCCC1)N1CCN(Cc2ccccc2)CC1	-1.1	15.4	-8.2	-5.3	0.4	2.7	-0.1	4.9	-17.4
COc1cccc(NC(=O)CSc2nc3ccccc3c(=O)n2Cc2cccs2)c1	-2.2	.	-2.5	5.8	0.3	-10.2	-0.3	5.8	9.3
CSc1cccc(NC(=O)CN2CCN(Cc3ccccc3C)S2(=O)=O)c1	2.8	-19.8	5.5	.	-0.3	-2.5	-0.7	4.0	0.1
CCOC(=O)c1c(NC(=O)C(Sc2ccccc2)c2ccccc2)sc(C(N)=O)c1C (stereo not drawn)	5.1	-12.9	3.8	11.7	1.3	1.6	-0.5	3.8	7.9
COc1ccc(N(C(=O)CNC(=O)c2ccco2)C(C(=O)NC2CCCC2)c2ccncc2)cc1 (stereo not drawn)	21.6	-5.5	4.9	51.1*	0.3	1.9	-0.7	11.4	-3.7
CCCCOc1ccc(CSc2nc(C)[nH]c2[N+](=O)[O-])cc1[N+](=O)[O-]	1.3	2.1	.	.	0.1	-7.1	.	11.9	-31.0*
CSc1nsc(/C=C/Nc2ccc(O)cc2C)c1C#N	2.3	-5.4	6.7	-7.0	0.8	-1.9	0.6	1.7	8.0
COc1ccc(Cc2nc3c4cnn(-c5cccc(F)c5)c4ncn3n2)cc1	6.6	6.4	6.7	.	0.3	3.3	0.8	-0.7	-2.5
Cc1nn2c(C)c(C(=O)Nc3ccccc3)cnc2c1C#N	0.3	-14.4	-5.8	6.1	0.3	-2.9	0.2	-1.4	.
COc1ccccc1C1N(c2cc(Cl)ccc2OC)C(=O)C2CCCN21 (stereo not drawn)	-1.2	-3.1	5.9	-1.3	-0.3	-4.2	0.0	-0.2	12.9
COc1ccc(N=C2NN=C(c3ccc4c(c3)OCCO4)CS2)cc1	6.0	-8.4	13.1	-6.4	-0.6	0.3	-0.5	0.4	-4.6
Cc1cc(NC(=S)NC(=O)C2CC2)ccc1Br	-1.8	-7.7	-1.4	-1.0	-0.5	9.8	0.1	1.7	0.8
O=C1COc2ccc(C(=O)CSc3ccccc3C(=O)O)cc2N1	0.9	-7.1	-3.2	10.0	0.4	2.1	-1.5	3.5	-5.8
CCN(CC)CCNC(=O)c1ccc(NC(=O)c2ccc(F)cc2)cc1	-3.1	3.1	7.8	-12.1	1.8	-10.0	1.6	3.2	-20.1
C=CCC1(CC=C)CCCN1C(=O)c1cc(COc2ccc(C)nc2)on1	0.6	-9.7	6.4	-13.2	0.1	-4.4	0.3	18.8	-26.4
O=C(CCNC(=O)c1ccc(Cl)cc1)Nc1ccncc1	-5.0	-7.1	-8.4	-0.5	-0.4	-3.1	-0.8	-1.7	-9.3
COc1cccc(-c2cc3nc(-c4ccccc4)cc(N4CCCC(O)C4)n3n2)c1 (stereo not drawn)	-2.9	1.3	-1.9	.	0.0	-7.3	.	3.3	-2.6
NC(=O)c1ccccc1N/C=C/C(=O)c1ccco1	1.9	-2.8	.	-0.3	-2.1	-2.4	0.8	1.5	0.5
Cc1cc(=O)oc2cc(NC(=O)Cc3ccccc3)ccc12	2.5	0.5	0.2	6.0	-0.7	.	-0.4	7.8	-13.7
CCN(CC)S(=O)(=O)c1ccc(Cl)c(OC)c1	5.2	3.8	-11.5	-6.1	-0.8	0.1	0.2	-0.3	.
CCOC(=O)Cn1nnnc1CN(Cc1ccc(OC)cc1)Cc1cc2cc(C)ccc2[nH]c1=O	1.2	9.6	1.0	-7.0	0.9	-6.7	1.5	1.0	-1.5
COc1cccc2c1cc1c(=O)n(CC(=O)N3CCN(c4cccc(C)c4C)CC3)nc(C)n12	2.4	-5.7&-13.6	-13.7	.	-0.3	1.8	25.3	0.4	2.0
C#CCN1C(=O)C(O)(CC(=O)c2ccc(OC)c(OC)c2)c2cc(Br)ccc21 (stereo not drawn)	-7.0	-6.2	-1.0	.	1.5	-2.5	3.3	7.8	8.4
COc1cccc(CN2CCSCC2)c1	1.6	-17.8	-6.9	-10.3	-0.5	2.2	0.1	0.4	6.5
COCc1ccc(CN2CCCC(CCC(=O)NCc3cccc(OC)c3)C2)o1 (stereo not drawn)	-3.9	2.8	4.9	-11.5	1.6	-2.5	0.4	0.6	4.2

Bioassay records (PubChem BioAssay)

This is a random part of the collection, and some 7.1% of all compounds hit somewhere here.
